SENP8 inh = human SENP8 protease inhibitors, primary screen, biochemical, fluorescence, Nedd8 protein substrate, uHTS; Sentrin-specific protease 8 (Homo sapiens), Q96LD8; recombinant SENP8; inhibition, % at 20 µM; hit rate 0.64% among 360,000; AID 602440, 2012; in the data active = inhibition mostly above about 40%, no sharp cut-off; inactive = mostly below about 27%
Target sequence (Q96LD8 whole entry, looked up): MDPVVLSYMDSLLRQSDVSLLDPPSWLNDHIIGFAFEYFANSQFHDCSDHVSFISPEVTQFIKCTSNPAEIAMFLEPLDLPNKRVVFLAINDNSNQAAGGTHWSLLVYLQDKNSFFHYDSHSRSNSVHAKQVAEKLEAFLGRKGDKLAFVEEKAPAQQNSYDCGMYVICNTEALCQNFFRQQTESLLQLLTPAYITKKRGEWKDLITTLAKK
MPTP block = mitochondrial permeability transition pore inhibitors, primary screen, biochemical, isolated mouse mitochondria, absorbance; Ca2+ swelling absorbance, 30 min; AID 602449, 2012; inhibition, % at 10 µM; hit rate 1.4% among 360,000;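 active = inhibition of 50% or more, scaled per plate between neutral and stimulator controls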;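 also: 0% = DMSO wells given calcium and 100% = 1 mM EGTA wells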
PfGluPho inh = PfG6PD enzyme inhibitors, primary screen, biochemical, fluorescence intensity, uHTS. glucose-6-phosphate dehydrogenase-6-phosphogluconolactonase (Plasmodium falciparum 3D7). PfGluPho enzyme, NADPH resazurin-diaphorase fluorescence. inhibition, % at 20 µM. hit rate 0.78% among 350,000. AID 504690, 2011;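 active = inhibition reaching at least a set limit at 20 µM in the primary screen, cut at about 59% in these data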;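 also: 0% = DMSO wells with substrate and 100% = DMSO wells lacking glucose-6-phosphate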
ATG4B inh = ATG4B protease inhibitors, primary screen, biochemical, fluorescence, uHTS. Cysteine protease ATG4B (Homo sapiens), Q9Y4P1. hit rate 0.51% among 340,000. inhibition, % at 8.33 µM. ATG4B cleavage of LC3-PLA2, NBD-HPC fluorescence, 1 h; in the data active = inhibition above about 40%
SENP1 inh = human SENP1 catalytic domain inhibitors, primary screen, biochemical, FRET, uHTS | inhibition, % at 10 µM | hit rate 0.21% among 360,000 | Sentrin-specific protease 1 (Homo sapiens), Q9P0U3 | AID 624204, 2012 | recombinant SENP1 catalytic domain, CyPet-SUMO1-YPet FRET cleavage;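 active = inhibition at least 30% at 10 µM, raw YFP signal under a set limit, fluorescence ratio 0.5 to 1.5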;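 also: 0% = enzyme with DMSO and 100% = no enzyme wells; some results filed as inactive read as strong as hits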
Target sequence (Q9P0U3 419-644 limits assumed): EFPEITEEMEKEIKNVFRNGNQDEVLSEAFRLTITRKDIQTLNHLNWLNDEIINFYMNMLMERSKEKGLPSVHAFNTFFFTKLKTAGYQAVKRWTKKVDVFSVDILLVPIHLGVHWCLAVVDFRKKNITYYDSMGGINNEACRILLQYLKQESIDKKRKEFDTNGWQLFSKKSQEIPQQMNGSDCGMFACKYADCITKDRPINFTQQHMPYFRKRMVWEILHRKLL
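system = hSENP1 catalytic domain, recombinant | reagent = SFCypet-SUMO1-SFYpet substrate at 25 nM | doses = one dose per compound, 10 µM, 0.5% DMSO | incubation = enzyme reaction for 50 min at room temperature, dark | measured by = FRET, CFP and YFP emission | controls = no-enzyme low, enzyme-DMSO high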
SENP6 inh = SENP6 protease inhibitors, primary screen, biochemical, luminescence, uHTS; hit rate 1.8% among 330,000; Recombinant SENP6 catalytic domain, aminoluciferin luminescence; inhibition, % at 10 µM; Sentrin-specific protease 6 (Homo sapiens), Q9GZR1;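 active = inhibition above about 50% at the single tested dose, limit read from the data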;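 also: plate controls were DMSO wells with enzyme for no effect and DMSO wells lacking enzyme for full effect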
Target sequence (Q9GZR1 628-1112 limits assumed): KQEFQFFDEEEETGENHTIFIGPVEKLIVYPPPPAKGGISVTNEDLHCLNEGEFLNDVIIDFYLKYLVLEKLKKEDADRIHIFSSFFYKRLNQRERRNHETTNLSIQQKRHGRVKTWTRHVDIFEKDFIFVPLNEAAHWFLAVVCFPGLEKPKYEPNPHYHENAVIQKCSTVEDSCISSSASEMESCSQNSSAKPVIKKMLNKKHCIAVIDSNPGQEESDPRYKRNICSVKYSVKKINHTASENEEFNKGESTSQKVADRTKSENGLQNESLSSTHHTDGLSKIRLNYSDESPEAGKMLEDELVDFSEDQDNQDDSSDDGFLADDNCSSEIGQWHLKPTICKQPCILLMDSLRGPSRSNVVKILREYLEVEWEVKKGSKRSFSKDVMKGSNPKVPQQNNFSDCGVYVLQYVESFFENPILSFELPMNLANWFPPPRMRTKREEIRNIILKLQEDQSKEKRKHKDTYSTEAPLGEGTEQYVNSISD
hIAP act = human IAP activators, primary screen, biochemical, luminescence, uHTS | AID 2524, 2010 | activation factor at 10 µM | purified human IAP, CDP-Star luminescence, 30 min; hits give high values; 1 = vehicle-only enzyme, 0 = enzyme-free background | hit rate 0.16% among 330,000 | Intestinal-type alkaline phosphatase (Homo sapiens), P09923;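 active = activation factor of the enzyme at least 2-fold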; also: the source names both 10 and 20 µM as test concentration; values of inactives mirror those of a sister screen read the other way
NR3A LBD binder = binders of NR3A ligand-binding domain, primary screen, biophysical, differential scanning fluorimetry, uHTS; Glutamate receptor ionotropic, NMDA 3A (GRIN3A) ligand-binding domain; NR3A LBD differential scanning fluorimetry, Tm shift; 0% = protein alone, 100% = glycine-bound protein; Tm shift relative to glycine control, % at 25 µM; hit rate 2.5% among 340,000; AID 1259313, 2017;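 active = melting temperature shift of at least 10% of the positive control shift, at one fixed dose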
An asterisk follows results filed as active. The order is random; overall some 6.7% were active at least once.

How did COC(=O)CSc1nnc(CNC(=O)c2ccco2)n1-c1ccc(F)cc1 do in these assays?
SENP8 inh: 12; MPTP block: -1.6; PfGluPho inh: -6; ATG4B inh: -6; SENP1 inh: -1; SENP6 inh: -2; hIAP act: 1.1; NR3A LBD binder: -1

Results for COc1ccc(CN(CCC(c2ccco2)C(C)C)C(C)=O)cc1OC (configuration not stated) ?
SENP8 inh: 6; MPTP block: 1.6; PfGluPho inh: -4; ATG4B inh: -2; SENP1 inh: 0; SENP6 inh: -8; hIAP act: 0.99; NR3A LBD binder: -1

How did CN(Cc1nc2ccccc2n1C)S(=O)(=O)c1ccc(Cl)cc1 do in these assays?
SENP8 inh: 7; MPTP block: 2.5; PfGluPho inh: -2; ATG4B inh: -2; SENP1 inh: 0; SENP6 inh: -3; hIAP act: 0.87; NR3A LBD binder: -2

How did O=S(=O)(Cc1cc(NCc2ccccc2)nc(-c2ccncc2)n1)c1ccccc1 do in these assays?
SENP8 inh: -88; MPTP block: -0.6; PfGluPho inh: 5; ATG4B inh: -3; SENP1 inh: -1; SENP6 inh: -7; hIAP act: 1; NR3A LBD binder: -2

How did Cc1cc(C)n2cc(CSc3nc4ccccc4[nH]3)nc2n1 do in these assays?
SENP8 inh: -83; MPTP block: 0.1; PfGluPho inh: 10; ATG4B inh: 6; SENP1 inh: -1; SENP6 inh: -2; hIAP act: 1.1; NR3A LBD binder: -2

How did CCOC(=O)N1CCN(C2OC(=O)c3ccccc32)CC1 (configuration not stated) do in these assays?
SENP8 inh: 23; MPTP block: -0.6; PfGluPho inh: -47; ATG4B inh: -3; SENP1 inh: -1; SENP6 inh: -3; hIAP act: 1; NR3A LBD binder: 2

Results for COc1ccc(Nc2nc(C)cc(C)n2)cc1Cl ?
SENP8 inh: 20; MPTP block: -0.1; PfGluPho inh: 4; ATG4B inh: -6; SENP1 inh: 3; SENP6 inh: 70*; hIAP act: 0.97; NR3A LBD binder: 0

What do the screens show for `Cc1ccc(S(=O)(=O)Nc2cccc(C(=O)NCCN3CCOCC3)c2)cc1F`?
SENP8 inh: -1; MPTP block: -0.5; PfGluPho inh: -15; ATG4B inh: 4; SENP1 inh: 2; SENP6 inh: 2; hIAP act: 1.1; NR3A LBD binder: 2

What do the screens show for `CCOCCn1[nH]c2ccccc2c1=O`?
SENP8 inh: -29; MPTP block: 0.2; PfGluPho inh: 4; ATG4B inh: -5; SENP1 inh: 2; SENP6 inh: -4; hIAP act: 1; NR3A LBD binder: 2

What do the screens show for `CC(=O)c1ccccc1NC(=O)COC(=O)c1cc[n+]([O-])cc1`?
SENP8 inh: 9; MPTP block: -1.1; PfGluPho inh: -3; ATG4B inh: -3; SENP1 inh: 1; SENP6 inh: -7; hIAP act: 1; NR3A LBD binder: 0

Results for CCOc1ccccc1-n1c(SCC(=O)NC2CCCC2)nnc1-c1ccoc1C ?
SENP8 inh: 20; MPTP block: -0.2; PfGluPho inh: 13; ATG4B inh: -10; SENP1 inh: 2; SENP6 inh: -16; hIAP act: 1.1; NR3A LBD binder: 0

How did CCC[n+]1c(C)sc2c3c(ccc21)CCCC3 do in these assays?
SENP8 inh: 20; MPTP block: 13; PfGluPho inh: 35; ATG4B inh: 0; SENP1 inh: -66; SENP6 inh: 0; hIAP act: 0.9; NR3A LBD binder: -4

What do the screens show for `O=C(CSc1nc(Cc2ccccc2)nc2ccccc12)Nc1ccc2c(c1)OCCO2`?
SENP8 inh: 12; MPTP block: 1.9; PfGluPho inh: -8; ATG4B inh: 0; SENP1 inh: 2; SENP6 inh: -7; hIAP act: 0.77; NR3A LBD binder: -32

How did COc1cccc(NC(=O)CSc2nc3c([nH]c4ccccc43)c(=O)n2C)c1 do in these assays?
SENP8 inh: -22; MPTP block: 1.9; PfGluPho inh: -8; ATG4B inh: -10; SENP1 inh: 1; SENP6 inh: 8; hIAP act: 1.2; NR3A LBD binder: 38*

Results for c1cc(C(c2nnnn2C2CCCC2)N2CCOCC2)ccn1 (configuration not stated) ?
SENP8 inh: 6; MPTP block: 0.3; PfGluPho inh: -5; ATG4B inh: -2; SENP1 inh: -2; SENP6 inh: -11; hIAP act: 0.96; NR3A LBD binder: 1

How did COc1ccccc1NC(=O)COc1ccc(C(=O)NC2CCCc3ccccc32)cc1OC (configuration not stated) do in these assays?
SENP8 inh: 3; MPTP block: 8.0; PfGluPho inh: -10; ATG4B inh: 10; SENP1 inh: -2; SENP6 inh: -7; hIAP act: 0.96; NR3A LBD binder: 2

Results for COc1cccc(/C(O)=C2/C(=O)C(=O)N(c3ccccn3)C2c2ccc(OC)c(OC)c2)c1 (configuration not stated) ?
SENP8 inh: 12; MPTP block: 13; PfGluPho inh: 3; ATG4B inh: 4; SENP1 inh: 5; SENP6 inh: 9; hIAP act: 0.94; NR3A LBD binder: 1

How did Cc1ccc(S(=O)(=O)N(C)CC(O)Cn2c3ccccc3c3ccccc32)cc1 (configuration not stated) do in these assays?
SENP8 inh: -4; MPTP block: 1.7; PfGluPho inh: -3; ATG4B inh: 12; SENP1 inh: 2; SENP6 inh: -13; hIAP act: 0.99; NR3A LBD binder: 2

How did c1csc(Cn2nnnc2CN2CCN(c3nc4ccccc4s3)CC2)c1 do in these assays?
SENP8 inh: 16; MPTP block: 0.1; PfGluPho inh: 5; ATG4B inh: -16; SENP1 inh: -3; SENP6 inh: -11; hIAP act: 1; NR3A LBD binder: 1

How did COc1ccc(CCC2(C)NC(=O)N(C(C)C(=O)Nc3ccccc3F)C2=O)cc1 (configuration not stated) do in these assays?
SENP8 inh: -2; MPTP block: 0.1; PfGluPho inh: -10; ATG4B inh: 5; SENP1 inh: 0; SENP6 inh: -5; hIAP act: 0.93; NR3A LBD binder: 0

Continued (four carried over from the part before).
Results for COc1cccc(/C(O)=C2/C(=O)C(=O)N(c3ccccn3)C2c2ccc(OC)c(OC)c2)c1 (configuration not stated) ?
SENP8 inh: 12; MPTP block: 13; PfGluPho inh: 3; ATG4B inh: 4; SENP1 inh: 5; SENP6 inh: 9; hIAP act: 0.94; NR3A LBD binder: 1

How did Cc1ccc(S(=O)(=O)N(C)CC(O)Cn2c3ccccc3c3ccccc32)cc1 (configuration not stated) do in these assays?
SENP8 inh: -4; MPTP block: 1.7; PfGluPho inh: -3; ATG4B inh: 12; SENP1 inh: 2; SENP6 inh: -13; hIAP act: 0.99; NR3A LBD binder: 2

How did c1csc(Cn2nnnc2CN2CCN(c3nc4ccccc4s3)CC2)c1 do in these assays?
SENP8 inh: 16; MPTP block: 0.1; PfGluPho inh: 5; ATG4B inh: -16; SENP1 inh: -3; SENP6 inh: -11; hIAP act: 1; NR3A LBD binder: 1

How did COc1ccc(CCC2(C)NC(=O)N(C(C)C(=O)Nc3ccccc3F)C2=O)cc1 (configuration not stated) do in these assays?
SENP8 inh: -2; MPTP block: 0.1; PfGluPho inh: -10; ATG4B inh: 5; SENP1 inh: 0; SENP6 inh: -5; hIAP act: 0.93; NR3A LBD binder: 0

How did NC(=O)C1CCN(CC(=O)Nc2nccs2)CC1 do in these assays?
SENP8 inh: 1; MPTP block: -0.2; PfGluPho inh: -1; ATG4B inh: 1; SENP1 inh: 2; SENP6 inh: 4; hIAP act: 1.1; NR3A LBD binder: -1

How did NC(=O)c1ccccc1NC(=O)CN1CCN(Cc2ccc(Cl)cc2Cl)CC1 do in these assays?
SENP8 inh: -6; MPTP block: 0.0; PfGluPho inh: 0; ATG4B inh: -5; SENP1 inh: 1; SENP6 inh: 13; hIAP act: 1.1; NR3A LBD binder: -3

What do the screens show for `NC(=O)C1(N2CCCCC2)CCN(Cc2ccc(F)cc2)CC1`?
SENP8 inh: 18; MPTP block: 0.0; PfGluPho inh: 11; ATG4B inh: 0; SENP1 inh: 2; SENP6 inh: -8; hIAP act: 0.85; NR3A LBD binder: 1

Results for CC(=O)N(Cc1ccccc1)c1c(N)nc(N)[nH]c1=O ?
SENP8 inh: 22; MPTP block: 0.5; PfGluPho inh: -5; ATG4B inh: -3; SENP1 inh: 2; SENP6 inh: -7; hIAP act: 1.1; NR3A LBD binder: 0

How did CN(C(=O)COC(=O)/C=C/c1ccc(Cl)c(Cl)c1)c1c(N)n(Cc2ccccc2)c(=O)[nH]c1=O do in these assays?
SENP8 inh: -2; MPTP block: -0.4; PfGluPho inh: -15; ATG4B inh: -5; SENP1 inh: 1; SENP6 inh: -20; hIAP act: 0.97; NR3A LBD binder: 5

How did COc1cc(NC(=O)CSc2nnnn2-c2ccccc2)cc(OC)c1OC do in these assays?
SENP8 inh: 20; MPTP block: 14; PfGluPho inh: -2; ATG4B inh: -4; SENP1 inh: -1; SENP6 inh: -30; hIAP act: 1.1; NR3A LBD binder: 0

How did CCOc1ccccc1OCCCC(=O)NNC(=O)c1cc(C)oc1C do in these assays?
SENP8 inh: 25; MPTP block: -0.5; PfGluPho inh: -14; ATG4B inh: -5; SENP1 inh: 3; SENP6 inh: -16; hIAP act: 0.93; NR3A LBD binder: -2

Results for COc1ccc(OC)c(C(=O)CSc2nnc(-c3cccnc3)n2C)c1 ?
SENP8 inh: -15; MPTP block: -7.2; PfGluPho inh: 2; ATG4B inh: 2; SENP1 inh: 0; SENP6 inh: 3; hIAP act: 0.98; NR3A LBD binder: 0

How did Nc1ccc(S(=O)(=O)Nc2ccc(Cl)nn2)cc1 do in these assays?
SENP8 inh: -14; MPTP block: 0.7; PfGluPho inh: -15; ATG4B inh: -4; SENP1 inh: 3; SENP6 inh: -10; hIAP act: 1; NR3A LBD binder: 2

How did Nc1nc2nc(-c3ccc(F)cc3)cc(C(F)(F)F)n2n1 do in these assays?
SENP8 inh: -436; MPTP block: 0.0; PfGluPho inh: 2; ATG4B inh: 6; SENP1 inh: -4; SENP6 inh: -15; hIAP act: 1; NR3A LBD binder: 0

How did Cc1ccc(S(=O)(=O)NCCC(=O)N2CC(C)OC(C)C2)cc1C (configuration not stated) do in these assays?
SENP8 inh: 10; MPTP block: -0.2; PfGluPho inh: -18; ATG4B inh: 0; SENP1 inh: 1; SENP6 inh: -11; hIAP act: 0.96; NR3A LBD binder: 1

What do the screens show for `COc1ccc(Cn2ccnc2SCC(=O)Nc2nnc(C)s2)cc1`?
SENP8 inh: 4; MPTP block: -0.6; PfGluPho inh: 4; ATG4B inh: -6; SENP1 inh: -1; SENP6 inh: -13; hIAP act: 1.1; NR3A LBD binder: 1

How did Cc1ccccc1Cn1nnc(-c2ccc(C(=O)O)cc2)n1 do in these assays?
SENP8 inh: 0; MPTP block: -2.7; PfGluPho inh: -37; ATG4B inh: -7; SENP1 inh: 0; SENP6 inh: -9; hIAP act: 1.1; NR3A LBD binder: 1

Results for O=C(CN1CCN(C(=O)c2ccco2)CC1)Nc1ccc2c(c1)OCCO2 ?
SENP8 inh: 8; MPTP block: -2.0; PfGluPho inh: -3; ATG4B inh: -6; SENP1 inh: 1; SENP6 inh: -10; hIAP act: 1.1; NR3A LBD binder: 1

Screening data as filed in PubChem.
